# TRHR enhancer – allosterically enhances the human TRH receptor | TRHR cells, fluo-8 calcium fluorescence, EC20 TRH enhancement | enhancement, % at 2 µM | AID 493056 | P34981 | 0.66% of 360,000 active; in the data active = enhancement above about 30%; also: 0% is about no effect
#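 TRHR-expressing cells loaded with fluo-8 calcium dye were read kinetically (ex 480/em 530) during compound addition, then stimulated with an EC20 of TRH (10 nM final). Enhancement of the Gq-mediated intracellular calcium response was scored.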
# D2 antagonist – D2 dopamine receptor (human) antagonism; 2% of 340,000 active; HEK293 TREx D2 cells, calcium flux, dopamine EC80; inhibition, % at 10 µM; P14416; in the data active = inhibition above about 30%; also: 0% is about no effect
#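 Calcium mobilization kinetics were recorded at 1 s intervals in tetracycline-induced HEK293 T-REx D2 cells, first for 180 s after compound addition and then 180 s after EC80 dopamine.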
# TrxR1 inh – blocks rat thioredoxin reductase 1; O89049; recombinant rTrxR1, NADPH fluorescence consumption, selenite substrate; Potency, µM (series often up to 114 µM), for inactives: top-dose activity change, negative = inhibition, most hits filed as inhibitors; 1% of 390,000 active; AID 588453; also: potency is read from the fitted curve at half-maximal effect; % is scaled to controls: 0 for no effect and ±100 for the full control effect; nearly all actives have a fitted effect of over 65% in size
#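 Rat TrxR1 (90 nM in the dispensed reagent) was pre-reduced with 400 uM NADPH for 5 min at room temperature, then incubated with compound for 15 min. After 400 uM selenite was added, NADPH fluorescence (Ex 340/Em 450 nm) was followed for 8 min.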
# TRHR agonist – activates the human TRH receptor. activation, % at 2 µM. AID 493084. 0.18% of 360,000 active. TRHR cells, calcium flux fluo-8, FDSS agonist mode; in the data active = activation above about 30%; also: 0% is about no effect
#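 Agonist-mode FDSS calcium read (Ex 480/Em 530, 1 s cycles) in 1536-well TRHR cells with fluo-8 dye, after 10-cycle baseline and 23 nL compound addition; TRH at EC20 (10 nM final) added afterwards for the enhancer phase.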
# D2 ag – agonists of human D2 dopamine receptor; HEK293 T-REx D2 cells, calcium flux agonist mode; activation, % at 2 µM; 0.53% of 340,000 active;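 active = activation over 3 SD above normal in the single-dose calcium agonist read, cut at about 30% in these data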; also: 0% is about no effect
#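 Calcium-flux readout, 1 cycle/sec over 180 s following compound pin transfer, in inducible HEK293 Trex D2 cells (force-coupled); dopamine controls included. Positive calcium responses during this window marked compounds as potential agonists.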
# USP1 inh – USP1/UAF1 (human) deubiquitinase inhibition; O94782; recombinant USP1/UAF1, Ub-Rhodamine cleavage fluorescence; Potency, µM (top dose mostly 57.1 µM), for the others: at the highest dose activity change, negative = inhibition, usual class: inhibitors; 0.23% of 390,000 active; also: potency is read from the fitted curve at half-maximal effect; % is scaled to controls: 0 for no effect and ±100 for the full control effect; nearly all actives have a fitted effect of over 60% in size; inactives centre near -12
# Target sequence (O94782 whole entry, looked up): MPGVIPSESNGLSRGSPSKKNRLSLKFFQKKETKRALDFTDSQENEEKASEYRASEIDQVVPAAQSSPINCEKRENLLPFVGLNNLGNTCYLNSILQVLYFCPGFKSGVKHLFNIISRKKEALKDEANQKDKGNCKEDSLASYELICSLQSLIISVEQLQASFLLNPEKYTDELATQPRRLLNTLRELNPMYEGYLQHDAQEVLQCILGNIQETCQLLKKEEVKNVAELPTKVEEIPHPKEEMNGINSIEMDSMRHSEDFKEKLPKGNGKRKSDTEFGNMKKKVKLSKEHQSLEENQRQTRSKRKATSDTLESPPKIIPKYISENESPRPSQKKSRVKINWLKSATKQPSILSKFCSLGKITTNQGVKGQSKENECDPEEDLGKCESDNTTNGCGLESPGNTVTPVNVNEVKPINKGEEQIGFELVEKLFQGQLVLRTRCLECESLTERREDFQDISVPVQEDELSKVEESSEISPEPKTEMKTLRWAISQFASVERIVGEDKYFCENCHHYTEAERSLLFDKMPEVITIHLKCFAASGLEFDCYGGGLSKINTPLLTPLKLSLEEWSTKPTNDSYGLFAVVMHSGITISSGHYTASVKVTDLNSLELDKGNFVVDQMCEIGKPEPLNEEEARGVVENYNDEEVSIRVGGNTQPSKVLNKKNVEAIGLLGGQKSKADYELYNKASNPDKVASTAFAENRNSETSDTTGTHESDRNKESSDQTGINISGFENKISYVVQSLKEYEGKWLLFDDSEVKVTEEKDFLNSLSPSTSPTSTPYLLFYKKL
#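 High-throughput fluorogenic screen: 1nM USP1/UAF1 complex, Ub-Rho substrate 150nM final, 50mM HEPES pH 7.8 with 0.5mM EDTA, 0.1 mg/ml BSA, 1mM TCEP and 0.01% Tween-20.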
# Pin1 inhibitor – blocks the human prolyl isomerase Pin1 | Q13526 | Pin1 FP peptide displacement, HiFluor488, 10 min | Potency, µM (series often up to 115 µM), for inactives: top-dose activity, negative = inhibition, actives largely listed as inhibitors | 0.009% of 390,000 active; active = well fitted inhibition curve with a large enough effect in the polarisation, with a control signal flat, not every such curve was filed as active; inconclusive = small, poorly fitted or top-dose-only effect, or effect the other way, or a change in a side signal; inactive = no such curve, though single readings can be large or run the other way; the % refers to the polarisation; also: potency is read from the fitted curve at half-maximal effect; % is scaled to controls: 0 for no effect and ±100 for the full control effect
# Target sequence (Q13526 whole entry, looked up): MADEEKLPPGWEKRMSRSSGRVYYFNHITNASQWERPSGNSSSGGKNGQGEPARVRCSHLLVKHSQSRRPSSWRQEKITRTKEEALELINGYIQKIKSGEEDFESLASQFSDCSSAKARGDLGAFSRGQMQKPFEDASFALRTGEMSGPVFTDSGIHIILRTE
# TrxR1 substrate – rat thioredoxin reductase 1 substrate activity. O89049. purified TrxR1 substrate turnover, NADPH consumption readout. Potency, µM (series often up to 114 µM), inactives show top-dose activity change, negative = substrate turnover. 0.01% of 390,000 active. AID 588456; also: potency is read from the fitted curve at half-maximal effect; % is scaled to controls: 0 for no effect and ±100 for the full control effect; nearly all actives have a fitted effect of over 50% in size
#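 Rat TrxR1, dispensed at 90 nM, was prereduced with 400 uM NADPH (final) for 5 min at ~22 deg C, then incubated with compound 15 min before 400 uM selenite. A first-read NADPH fluorescence drop versus no-compound background flagged substrates.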
# IDH1 R132H inh – inhibitors of human mutant IDH1 R132H | O75874 | IDH1-R132H enzyme, NADPH consumption, diaphorase/resazurin fluorescence | Potency, µM (series often up to 76.6 µM), for the others: at the top dose activity change, negative = inhibition, most hits filed as inhibitors | 0.093% of 390,000 active; also: potency is read from the fitted curve at half-maximal effect; % is scaled to controls: 0 for no effect and ±100 for the full control effect; nearly all actives have a fitted effect of over 65% in size
#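 IDH1-R132H (0.5 ug/mL) preincubated 30 min with compound, then NADPH (0.016 mM) and alpha-KG (2 mM) added; 80 min at RT, pH 7.5. Remaining NADPH coupled via diaphorase/resazurin to fluorescence (540/590 nm); concentration-response curves normalized to no-enzyme control.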
# * hit, by the source's call; ? = inconclusive; · = not tested or not shown; & = joins results of further samples; [ ] = dose if it differs, or a comment. Unless noted, calls follow the shape of the dose curve; as a rule, active = well fitted inhibition curve with a large enough effect; inconclusive = small, poorly fitted or top-dose-only effect; inactive = no such curve, though single readings can be large or run the other way. These rows are one share of the data, so the mix of outcomes need not match the whole.
no.	Molecule	TRHR enhancer	D2 antagonist	TrxR1 inh	TRHR agonist	D2 ag	USP1 inh	Pin1 inhibitor	TrxR1 substrate	IDH1 R132H inh
1	COc1ccc(C=C2C(=O)N(C)C(=O)N(C)C2=O)cc1COc1ccc(NC(C)=O)cc1	-7	-11	19%[11.4 µM]	0.0	0.0	-10%	-7%	14%[57.1 µM]	11%
2	CC/C(=N\N1CCCCCC1)c1c(O)n(-c2ccccc2C)c(=O)[nH]c1=O	-3	-7	8%[57.1 µM]	0.2	-0.1	-17%	-1%	-3%	2%
3	Cc1c(NP(=S)(C(C)(C)C)C(C)(C)C)c(=O)n(-c2ccccc2)n1C	-3	11	2%	0.1	5.4	-18%	0%	-6%	-7%
4	CC(=O)Nc1ccccc1C(=O)OCc1ccc(C(=O)c2ccccc2)cc1	-8	3	9%	0.4	0.4	-17%	2%	-1%	1%
5	COc1ccc(OC)c(N2C(=O)NC(=O)C3(Cc4cc(C)ccc4N(C)C3)C2=O)c1 (stereo not given)	8	-8	-2%	-2.5	-0.9	-4%	-13%	-1%	3%
6	CN1CC[C@@]23CCCC[C@@H]2[C@@H]1Cc1ccc(O)cc13	-3	·	14%	-0.6	·	-14%	11%	-2%	-2%
7	CCN(CC)C(=O)c1ccc(NC(=O)c2ccc(-c3nn(C)c(=O)c4ccccc34)cc2)cc1	-3&3	-14	18%[57.1 µM]	0.9&-0.1	0.1&-1.0	-8%&-21%	1%&-6%	-25%[57.1 µM]	7%&-7%
8	CCOC(=O)c1ccc(N2C(=O)c3n[nH]c(-c4cccs4)c3C2c2ccc(C(C)(C)C)cc2)cc1 (stereo not given)	-2	·	-20%	5.0	-0.3	?	4%	-17%	-7%
9	COc1cc(CN2CCCC(C(=O)c3sccc3C)C2)cc(OC)c1O (stereo not given)	-3	1	?	0.2	0.0	-4%	4%	2%[57.1 µM]	3%
10	COc1ccc(C2N(c3cc(C)on3)C(=O)C3CCCN32)cc1 (stereo not given)	11	-9	35%	1.1	0.6	-8%	-7%	3%	9%
11	CCCNC(=O)N1[C@H]2CC[C@@H]1C(C(=O)OC)=C(c1ccc(F)cc1OCc1ccccc1)C2	-15	-16	4%	0.8	1.1	-13%	-2%	-1%	-3%
12	Cc1ccc(N2C(=O)CC(=O)NC2=O)cc1	1	23	-7%[57.1 µM]	-0.3	0.0	-18%	?	9%[57.1 µM]	0%
13	C1CCC(NC2CCCCC2)CC1	7	-6	15%	0.1	-0.1	-19%	-2%	9%	10%
14	CC(C)c1ccc(-n2c(O)c(C=NCCN3CCNCC3)c(=O)[nH]c2=S)cc1	-4	9	-4%	-0.3	-0.9	-12%	7%	-1%	0%
15	Cc1ccc(NP(=O)(c2ccccc2)c2nc3ccccc3s2)cc1 (stereo not given)	7	2	26%	0.3	-1.2	-11%	0%	2%	-7%
16	O=c1c2ccccc2nc2n1CCS2(=O)=O	0	-9	?	0.1	0.2	-3%	-5%	-4%	6%
17	CCCSc1nc(O)c(CC)c(=O)n1C(C)CC (stereo not given)	4	-1	-4%	0.5	1.4	-16%	7%	12%[57.1 µM]	0%
18	Nc1ncnc2c1ncn2[C@@H]1O[C@H](COP(=O)(O)CP(=O)(O)O)[C@@H](O)[C@H]1O	·	·	16%	·	·	-23%	-4%	7%	-14%
19	COC(=O)C1=C(c2ccccc2OCc2ccccc2)C[C@@H]2CC[C@H]1N2C(=O)NCc1ccc(C(C)(C)C)cc1	-5	·	32%	0.1	·	-25%	5%	6%	-7%
20	CN1c2ccc([N+](=O)[O-])cc2CC2(C(=O)NC(=O)N(c3ccccc3)C2=O)C1c1ccccc1 (stereo not given)	12	9	0%	0.9	1.0	-11%	0%	-8%	4%
21	Cc1ccc(-c2cc(-c3ccccc3)cc(-c3ccccc3)[n+]2-c2ccc(C(=O)O)cc2)cc1	3	-7	-9%	0.0	0.4	-6%	-2%	15%	-3%
22	Cc1cc(NC(=O)CCC(=O)N2CCC3(CC2)OCCO3)no1	4	2	3%	0.1	0.4	-3%	-3%	-2%	-2%
23	O=P1(Nc2ccc(F)cc2)COc2ccccc2OC1	-4	3	-14%	0.2	0.3	-5%	8%	-11%	1%
24	COc1ccccc1N1C(=O)NC(=O)/C(=C/c2ccc3c4c(cccc24)CC3)C1=O	3	8	8.9µM*	-0.8	-1.0	-22%	?	83%[activator]	10%
25	COc1cccc(CNC(=O)CSc2ccc(-c3ccco3)nn2)c1	-2	-1	?	-0.4	-0.1	?	-5%	7%[57.1 µM]	5%

# Part of the list above in another layout:
# Under each structure – TRHR enhancer | D2 antagonist | TrxR1 inh | TRHR agonist | D2 ag | USP1 inh | Pin1 inhibitor | TrxR1 substrate | IDH1 R132H inh
15	Cc1ccc(NP(=O)(c2ccccc2)c2nc3ccccc3s2)cc1 (stereo not given)
  7 | 2 | 26% | 0.3 | -1.2 | -11% | 0% | 2% | -7%
16	O=c1c2ccccc2nc2n1CCS2(=O)=O
  0 | -9 | ? | 0.1 | 0.2 | -3% | -5% | -4% | 6%
17	CCCSc1nc(O)c(CC)c(=O)n1C(C)CC (stereo not given)
  4 | -1 | -4% | 0.5 | 1.4 | -16% | 7% | 12%[57.1 µM] | 0%
18	Nc1ncnc2c1ncn2[C@@H]1O[C@H](COP(=O)(O)CP(=O)(O)O)[C@@H](O)[C@H]1O
  · | · | 16% | · | · | -23% | -4% | 7% | -14%
19	COC(=O)C1=C(c2ccccc2OCc2ccccc2)C[C@@H]2CC[C@H]1N2C(=O)NCc1ccc(C(C)(C)C)cc1
  -5 | · | 32% | 0.1 | · | -25% | 5% | 6% | -7%
20	CN1c2ccc([N+](=O)[O-])cc2CC2(C(=O)NC(=O)N(c3ccccc3)C2=O)C1c1ccccc1 (stereo not given)
  12 | 9 | 0% | 0.9 | 1.0 | -11% | 0% | -8% | 4%
21	Cc1ccc(-c2cc(-c3ccccc3)cc(-c3ccccc3)[n+]2-c2ccc(C(=O)O)cc2)cc1
  3 | -7 | -9% | 0.0 | 0.4 | -6% | -2% | 15% | -3%
22	Cc1cc(NC(=O)CCC(=O)N2CCC3(CC2)OCCO3)no1
  4 | 2 | 3% | 0.1 | 0.4 | -3% | -3% | -2% | -2%
23	O=P1(Nc2ccc(F)cc2)COc2ccccc2OC1
  -4 | 3 | -14% | 0.2 | 0.3 | -5% | 8% | -11% | 1%

# (more compounds)
no.	Molecule	TRHR enhancer	D2 antagonist	TrxR1 inh	TRHR agonist	D2 ag	USP1 inh	Pin1 inhibitor	TrxR1 substrate	IDH1 R132H inh
26	CCn1c(O)c(C=NCCc2c[nH]c3ccccc23)c(=O)[nH]c1=O	4	5	4%	-0.3	0.1	-15%	-5%	-2%	12%
27	C[C@]12CC[C@H](OS(=O)(=O)O)CC1=CC[C@@H]1[C@@H]2CC[C@]2(C)C(=O)CC[C@@H]12	-4&6	17&-14	25%&24%&7%	0.4&0.0	-1.2&-0.9	-19%&11%&-11%	-10%&-13%&-6%	4%&1%&5%	-9%&10%&-5%
28	CCCCCCn1c(O)c(C=NCCCn2ccnc2)c(=O)[nH]c1=O	0	6	-1%	1.0	1.0	-8%	?	-5%	-1%
29	Cc1ccccc1-c1nn2c(=O)cc(CN3CCN(C(=O)COc4ccccc4Cl)CC3)nc2s1	11	·	-5%[57.1 µM]	-0.3	-0.5	-13%	3%	-4%[57.1 µM]	4%
30	COCCN(C(=O)COC(=O)Cc1ccccc1)c1c(N)n(Cc2ccccc2)c(=O)[nH]c1=O	-1	4	2%	-0.1	1.5	-16%	4%	1%	8%
31	CCn1cc2nc(SCc3ccccc3Cl)n(CCc3ccccc3)c(=O)c2n1	-3	·	16%[57.1 µM]	1.3	0.8	-12%	39%[activator]	-1%[57.1 µM]	27%
32	O=C(CCN1CC2CCC(CC2)C1)c1cccs1	·	·	0.45µM*	·	·	-14%	4%	7%[11.4 µM]	2%
33	CCc1ccc(CNC(=O)C2CCN(C(=O)c3ccc(-n4c(C)cc5ccccc54)s3)CC2)cc1	4	·	10%[57.1 µM]	0.7	0.8	-22%	25%	-2%[57.1 µM]	-16%
34	CCOc1ccc(Br)c(C2(O)CC(C)N(C)CC2C)c1 (stereo not given)	11	-10	13%[57.1 µM]	1.2	1.5	0%	0%	12%[57.1 µM]	-4%
35	CCOC(=O)C(O)(c1ccc(NC(=O)c2ccc(Cl)c(Cl)c2)cc1)C(F)(F)F (stereo not given)	2	-9	32%	0.7	-1.5	-27%	?	0%	7%
36	CCN1CCN(c2ccc(NC(C)=O)cc2Cl)CC1	-2	42*	-3%	0.2	-0.3	-21%	-2%	1%	6%
37	CC1C=CCCC12C(=O)NC(=O)NC2=O (stereo not given)	·	·	1%[11.4 µM]	·	·	-15%	0%	-6%[11.4 µM]	2%
38	O/N=C/c1c[nH]c2ccccc12	2	-2	10%[57.1 µM]	1.9	0.0	-10%	0%	4%[57.1 µM]	1%
39	CC(=NCCC1=CCCCC1)c1c(O)n(-c2ccccc2)c(=O)[nH]c1=O	-9	31*	30%[11.4 µM]	-0.3	-0.1	-5%	2%	-14%[11.4 µM]	4%
40	CCOC(=O)C(O)(c1ccc(N(CC)C(=O)COc2ccccc2)cc1)C(F)(F)F (stereo not given)	4	-11	2%	-0.9	1.8	-13%	1%	1%	3%
41	COc1cc2c(cc1OC)C1C(=O)c3ccc4c(c3OC1CO2)CC(C(C)C)O4 (stereo not given)	·	·	-6%[2.29 µM]	·	·	1%	6%	-4%[2.29 µM]	-8%
42	O=C1CN=C(c2ccccc2)c2cc(Cl)ccc2N1	·	·	21%	·	·	2%	-10%	1%	-4%
43	CN1OC[C@@H]2CN[C@H](c3ccccc3Br)C[C@@H]21	·	·	3%	·	·	-21%	1%	0%	-3%[38.3 µM]
44	CCN(CC)C(=O)c1ccc(NC(=O)c2sccc2-c2ccccc2)cc1	1	-12	-12%	0.5	-2.3	-6%	-1%	-13%	3%
